High-throughput results (PubChem)
POLH inh: DNA polymerase eta (human) inhibition | Q9Y253 | recombinant Pol eta, fluorescent DNA replication assay | Potency, µM (titrated, usually from 114 µM), for the others: top-dose activity change, negative = inhibition, actives largely listed as inhibitors | 390,000 tested, 1.2% active | AID 588591; further: potency means the concentration at half of the fitted maximal effect; on the % scale 0 is the no-effect control and ±100 the full control effect
Target sequence (Q9Y253 whole entry, looked up): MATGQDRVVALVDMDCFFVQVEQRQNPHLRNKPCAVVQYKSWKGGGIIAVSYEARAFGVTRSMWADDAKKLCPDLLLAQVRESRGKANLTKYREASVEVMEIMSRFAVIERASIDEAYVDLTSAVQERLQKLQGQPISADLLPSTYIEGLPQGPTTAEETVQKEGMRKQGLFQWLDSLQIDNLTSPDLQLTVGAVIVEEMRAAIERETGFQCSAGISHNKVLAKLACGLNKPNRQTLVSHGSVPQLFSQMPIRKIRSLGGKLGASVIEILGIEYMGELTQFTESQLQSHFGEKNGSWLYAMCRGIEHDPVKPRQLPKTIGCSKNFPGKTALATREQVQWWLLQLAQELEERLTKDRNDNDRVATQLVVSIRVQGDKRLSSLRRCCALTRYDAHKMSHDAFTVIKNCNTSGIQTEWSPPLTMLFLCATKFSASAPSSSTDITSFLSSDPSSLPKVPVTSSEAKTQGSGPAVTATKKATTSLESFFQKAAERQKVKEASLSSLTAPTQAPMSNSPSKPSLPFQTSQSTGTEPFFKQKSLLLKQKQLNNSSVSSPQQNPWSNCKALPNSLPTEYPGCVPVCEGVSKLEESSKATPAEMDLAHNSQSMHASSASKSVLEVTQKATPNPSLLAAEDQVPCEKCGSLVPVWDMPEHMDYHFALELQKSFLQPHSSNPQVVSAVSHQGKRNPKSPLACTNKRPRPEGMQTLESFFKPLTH
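Fluorescent replication assay: 50 nM final substrate added after a 15 min room-temperature compound preincubation with 10 nM enzyme. Signal taken at 0 min and again at 10 min.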
Apoferritin bind: candidate novel general anesthetic via apoferritin binding | P02791 | apoferritin/1-aminoanthracene competitive binding, fluorescence | 350,000 tested, 0.074% active | Potency, µM (titrated, usually from 77.5 µM), without a hit: top-dose activity change, negative = displacement, most hits filed as inhibitors; further: potency means the concentration at half of the fitted maximal effect; on the % scale 0 is the no-effect control and ±100 the full control effect; nearly all actives have a fitted effect of over 20% in size
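Read-out: endpoint 1-AMA fluorescence, excitation 380 nm and emission 535 nm, after compounds sit 10 min at room temperature with 10 uM horse-spleen apoferritin in 50% saturated 1-AMA/PBS. Values come from four-parameter Hill fits.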
RXFP1 antagonist: RXFP1 (human) relaxin receptor antagonism | 350,000 tested, 0.59% active | AID 1259400 | HEK293-RXFP1, relaxin-stimulated cAMP HTRF, 30 min; active compounds read low | activity change, negative = inhibition, % at 57.5 µM | Q9HBX9;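 active means activity change of -60% or lower, but not beyond a set lower limit; inconclusive means change between -60% and -40%, or beyond the set limit; inactive means change above -40%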; further: on the % scale 0 is the no-effect control and ±100 the full control effect
POLK inh: DNA polymerase kappa (human) inhibition | 400,000 tested, 0.53% active | AID 588579 | Potency, µM (doses to about 107 µM), for the others: top-dose activity, negative = inhibition, usual class: inhibitors | purified Pol kappa, fluorescent DNA synthesis assay, 10 min; further: potency means the concentration at half of the fitted maximal effect; on the % scale 0 is the no-effect control and ±100 the full control effect
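10 nM Pol kappa preincubated 15 min at room temperature with compounds, then reaction started with substrate at 50 nM final. Fluorescence read kinetically at 0 and 10 min; buffer-only wells served as negative control.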
PGK inhibitor: blocks T. brucei phosphoglycerate kinase; P07378; PGK/GAPDH coupled, Kinase-Glo luminescence, 60 min; Potency, µM (doses to about 57.5 µM), without a hit: at the highest dose activity change, negative = inhibition, hits mostly inhibitors; 380,000 tested, 0.043% active; AID 602233; further: potency means the concentration at half of the fitted maximal effect; on the % scale 0 is the no-effect control and ±100 the full control effect; nearly all actives have a fitted effect of over 60% in size
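Recombinant glycosomal PGK reaction used 1,3-bisphosphoglycerate generated in-well by GAPDH (100nM final) in 100mM TEA pH 7.6, 5mM MgCl2, 0.01% Tween-20. After 60 minutes at room temperature, ATP was read by Kinase-Glo Plus luminescence end-point.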
POLI inh: DNA polymerase iota (human) inhibition | Pol iota fluorescent replication assay, 10 min | 390,000 tested, 1% active | Potency, µM (doses to about 115 µM), without a hit: at the highest dose activity, negative = inhibition, usual class: inhibitors | AID 588590; further: potency means the concentration at half of the fitted maximal effect
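Pol iota at 10 nM preincubated 15 min with compounds at room temperature; reaction started with fluorescent substrate, 50 nM final. Fluorescence read kinetically at 0 and 10 min; buffer-only wells as negative control.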
BLM helicase inh: blocks DNA unwinding by human BLM helicase; recombinant BLM DNA unwinding, fluorescence dequenching; 350,000 tested, 0.2% active; P54132; Potency, µM (series often up to 56.1 µM), for the others: at the top dose activity change, negative = inhibition, hits mostly inhibitors;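 further: potency means the concentration at half of the fitted maximal effect; plate controls were vehicle for no effect and no enzyme for full effect; nearly all actives have a fitted effect of over 35% in size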
Pol beta inh: blocks human DNA polymerase beta activity; P06746; Pol beta primer extension/strand displacement, fluorescence kinetic; Potency, µM (highest dose often 114 µM), inactives show at the top dose activity change, negative = inhibition, most hits filed as inhibitors; 340,000 tested, 1.3% active; further: potency means the concentration at half of the fitted maximal effect; on the % scale 0 is the no-effect control and ±100 the full control effect
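Pol beta (10 nM) and compounds were preincubated 15 min at room temperature, then 50 nM substrate (final) started primer extension/strand displacement. Reads were taken at 0 and 10 min; concentration-response data were fitted to a four-parameter Hill equation.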
APEX1 inh: APE1 (human) endonuclease inhibition; recombinant APE1, TAMRA/BHQ-2 abasic DNA cleavage fluorescence; 350,000 tested, 0.35% active; Potency, µM (series often up to 65.8 µM), without a hit: top-dose activity change, negative = inhibition, most hits filed as inhibitors;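 further: potency means the concentration at half of the fitted maximal effect; plate controls were vehicle for no effect and reference inhibitor for full effect; nearly all actives have a fitted effect of over 55% in size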
Target sequence (P27695 whole entry, looked up): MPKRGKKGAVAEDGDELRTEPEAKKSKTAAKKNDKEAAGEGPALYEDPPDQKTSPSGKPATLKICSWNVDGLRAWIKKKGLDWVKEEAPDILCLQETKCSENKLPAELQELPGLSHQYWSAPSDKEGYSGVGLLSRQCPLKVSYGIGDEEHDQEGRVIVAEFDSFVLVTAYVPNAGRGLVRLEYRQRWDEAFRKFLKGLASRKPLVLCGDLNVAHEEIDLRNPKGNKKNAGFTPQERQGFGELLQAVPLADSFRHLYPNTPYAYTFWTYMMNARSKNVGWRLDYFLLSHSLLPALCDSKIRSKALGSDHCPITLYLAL
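Incision of a quenched TAMRA/BHQ-2 THF abasic-site duplex (50 nM) by 0.75 nM APE1, after 15 min compound preincubation, measured as fluorescence increase over three 60 s reads. Values normalized to buffer, DMSO and NSC13755 control wells.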
* hit, by the source's call; i = inactive; ? = inconclusive; · = not tested or not shown; [ ] = remark or other dose. Unless noted, the call rests on the fitted dose curve; in most records, active means well fitted curve in the direction sought with a large enough effect; inconclusive means small, poorly fitted or top-dose-only effect, or another doubt; inactive means no such curve, though single readings can be large; an effect the other way counts as inactive or inconclusive. Only part of the results is shown (hit frequency here may not be typical).

(1) CCOc1ccc(NS(=O)(=O)c2cc(C(=O)NCCN3CCOCC3)ccc2C)cc1
(2) Cc1cccc(N(CC(=O)NC2CC2)S(=O)(=O)c2ccc(Cl)cc2)c1
(3) O=CN1CCN(C(=O)CN2C(=O)c3ccccc3C2=O)CC1
(4) COc1ccc(C)cc1NC(=O)CC1COc2ccccc2O1 (stereo not given)
(5) CN1C(=O)c2ccccc2Sc2ccc(NC(=O)Cc3c(F)cccc3Cl)cc21

assay / compound	1	2	3	4	5
POLH inh	-9%	-19%	3%	-14%	-15%
Apoferritin bind	·	-10%	-3%	-24%	-14%
RXFP1 antagonist	-19	0	2	-23	-5
POLK inh	-14%	-15%	-11%	-1%	-10%[60.1 µM]
PGK inhibitor	-1%	-8%	4%	-7%	-10%
POLI inh	36%[activator]	26%	36%[activator]	21%	?
BLM helicase inh	·	-2%	2%	-5%	-9%
Pol beta inh	·	6%	11%	-27%	20µM*
APEX1 inh	22%	24%	1%	-9%	·

(6) COc1ccc2cc(CN(CCO)C(=O)c3ccccc3F)c(=O)[nH]c2c1
(7) COc1cccc(-c2cc(C(=O)Nc3ccc(C)cc3)[nH]n2)c1
(8) NC(=O)/C(=C\c1ccco1)NC(=O)c1ccc(Br)o1
(9) CN1C(=O)c2cccc3c(S(=O)(=O)Nc4ccccc4F)ccc1c23
(10) COCc1cc(C)nc(OCC(=O)N/N=C/c2ccc(-c3cc([N+](=O)[O-])ccc3Cl)o2)c1C#N

assay / compound	6	7	8	9	10
POLH inh	1%	-21%	-10%	-10%	-6%
Apoferritin bind	-2%	2%	·	-2%	-7%
RXFP1 antagonist	6	-16	1	3	-13
POLK inh	-8%	4%	-6%	-2%	1%
PGK inhibitor	8%	i	-11%	-3%	i
POLI inh	6%	35%[activator]	105%[activator]	8%	60%[activator]
BLM helicase inh	2%	-2%	·	0%	-4%
Pol beta inh	2%	-8%	·	15%	2%
APEX1 inh	2%	·	·	20%[12.4 µM]	9%

(11) O=C(N1CCCCC1)N1CCC(c2nc3ccccc3[nH]2)CC1
(12) COC(=O)CC1C2(C)CC34OC5(C)O[C@@]6(C7/C(=C(/OC)C(C)C)C(=O)OC(c8ccoc8)[C@@]7(C)C(OC(=O)C(C)C)C(OC)[C@]6(O5)[C@@]13C)C(OC)[C@]4(OC)C2OC(C)=O (stereo not given in full)
(13) O=C(Nc1ccccc1)[C@@H]1[C@@H]2C(=O)N(c3ccc(F)cc3)C(=O)[C@@H]2[C@H]2C=CC=NN21
(14) O=C(COc1ccc([N+](=O)[O-])cc1)Nc1cc(S(=O)(=O)N2CCCCC2)ccc1N1CCCCC1
(15) CCOC(=O)Cn1nnnc1CN(CCc1ccccc1)Cc1cc2cc(CC)ccc2[nH]c1=O

assay / compound	11	12	13	14	15
POLH inh	-19%	·	-8%	-6%	-28%
Apoferritin bind	-8%	?	0%	·	66%[activator]
RXFP1 antagonist	1	·	-14	-17	-1
POLK inh	-11%	?	-6%	-7%	0%
PGK inhibitor	-5%	·	-2%	-6%	-2%
POLI inh	32%	·	18%	24%	22%
BLM helicase inh	-8%	-9%	-7%	·	-7%
Pol beta inh	1%	·	1%	·	2%
APEX1 inh	3%	?	-4%	7%	-5%

Pol beta inh, what is marked active above.
No.	Compound	POLH inh	Apoferritin bind	RXFP1 antagonist	POLK inh	PGK inhibitor	POLI inh	BLM helicase inh	Pol beta inh
5	CN1C(=O)c2ccccc2Sc2ccc(NC(=O)Cc3c(F)cccc3Cl)cc21	-15%	-14%	-5	-10%[60.1 µM]	-10%	?	-9%	20µM*

Going on with the list:
(16) CC(C)(C)c1ccc(C(=O)NCC(c2cccs2)S(=O)(=O)c2cccs2)cc1 (stereo not given)
(17) CC(=O)c1cc(C#N)c(N2CCOCC2)nc1C
(18) CN(CC(CC(=O)O)c1ccccc1)S(=O)(=O)c1ccc(Br)cc1 (stereo not given)
(19) CCC(=O)Nc1ccc(Oc2ccc3c(c2)C(=O)N(c2ccc(O)cc2)C3=O)cc1
(20) Cc1nn(C)c(C)c1CCNC(=O)Nc1cccc(Cl)c1C

assay / compound	16	17	18	19	20
POLH inh	-12%	-12%	4%	-4%	-12%
Apoferritin bind	-4%	-6%	-8%	-18%	-7%
RXFP1 antagonist	-12	0	·	-16	·
POLK inh	-5%[60.1 µM]	-16%	-4%	4%	0%[60.1 µM]
PGK inhibitor	5%	-4%	-9%	i	-8%
POLI inh	-3%	86%[activator]	13%	10%	-6%
BLM helicase inh	-8%	1%	-11%	-3%	-1%
Pol beta inh	19%	52%	34%	20%	4%
APEX1 inh	·	-5%	8%	?	·

(21) O=C(NCC(c1cccs1)N1CCOCC1)c1cnc(Cl)c(Cl)c1 (stereo not given)
(22) Cc1cc(N2C(=O)CC(N3CCN(c4ccc(C(=O)c5cccs5)cc4)CC3)C2=O)no1 (stereo not given)
(23) C[C@@H]1NC(=O)[C@H](CCCN=C(N)N)NC(=O)c2cc([N+](=O)[O-])cc(I)c2OCC[C@@H](C(N)=O)NC1=O
(24) Nc1nc(Cl)cc(Sc2ccc(F)cc2)n1
(25) CCN1CCN(C(c2cccc(OC)c2)c2c(O)cc(C)n(Cc3ccco3)c2=O)CC1 (stereo not given)

assay / compound	21	22	23	24	25
POLH inh	-3%	-10%	·	-17%	-21%
Apoferritin bind	·	-18%	-11%	-6%	1%
RXFP1 antagonist	?	-4	·	-6	-10
POLK inh	-20%	-27%	·	-1%	-2%[60.1 µM]
PGK inhibitor	-8%	0%	·	2%	i
POLI inh	27%	-3%	·	-1%	13%
BLM helicase inh	·	1%	4%	-3%	-2%
Pol beta inh	·	13%	-4%	11%	-12%
APEX1 inh	27%	-9%	-6%	-1%	·

(26) CC(C)C[C@H]1CN=C(Nc2ccccc2)N1CC1CCC(C(C)(C)C)CC1 (stereo not given in full)
(27) COc1ccc(-c2cc(C(=O)NCC3CCCO3)c3cc(C)ccc3n2)cc1 (stereo not given)
(28) O=C(Nc1ccccc1Oc1ccccc1)c1ccc(Br)o1
(29) Cc1ccc(N2CCN(C(=O)c3cn(C)c4ccc(S(=O)(=O)N(C)C5CCCCC5)cc4c3=O)CC2C)cc1 (stereo not given)
(30) CCOc1cc(NC(=O)c2cccs2)c(OCC)cc1NC(=O)CCC(=O)NCCN1CCOCC1

assay / compound	26	27	28	29	30
POLH inh	-15%	7%	-6%	-19%	-9%
Apoferritin bind	·	13%	3%	4%	-4%
RXFP1 antagonist	·	20	-13	2	2
POLK inh	-1%	-12%	-19%	-3%	-19%
PGK inhibitor	-2%	1%	0%	i	7%
POLI inh	70%[activator]	-14%	4%	13%	14%
BLM helicase inh	·	-2%	-6%	2%	-3%
Pol beta inh	·	1%	-11%	11%	26%
APEX1 inh	21%	0%	5%	·	6%

One compound at a time (already shown):
COc1cccc(-c2cc(C(=O)Nc3ccc(C)cc3)[nH]n2)c1 across the screens: POLH inh = -21%; Apoferritin bind = 2%; RXFP1 antagonist = -16; POLK inh = 4%; PGK inhibitor = i; POLI inh = 35%[activator]; BLM helicase inh = -2%; Pol beta inh = -8%; APEX1 inh = ·
O=C(COc1ccc([N+](=O)[O-])cc1)Nc1cc(S(=O)(=O)N2CCCCC2)ccc1N1CCCCC1 across the screens: POLH inh = -6%; Apoferritin bind = ·; RXFP1 antagonist = -17; POLK inh = -7%; PGK inhibitor = -6%; POLI inh = 24%; BLM helicase inh = ·; Pol beta inh = ·; APEX1 inh = 7%

Additional results.
(31) COc1ccc(NC(=O)c2cc(-c3ccncc3)nc3ccccc23)c(OC)c1
(32) O=C(Nc1nncs1)C1(c2ccccc2)CCCC1
(33) CC(=O)c1cccc(NC(=O)C(C)OC(=O)CCn2c(C)csc2=O)c1 (stereo not given)
(34) Cc1ccc(Cl)cc1N1CCN(C(=O)c2cc3c(=O)[nH]c4ccccc4c3n2C)CC1
(35) O=c1[nH]c2cc3c(cc2cc1C(c1nnnn1Cc1ccccc1)N1CCCCCC1)OCCO3 (stereo not given)

assay / compound	31	32	33	34	35
POLH inh	-10%	3%	0%	-13%	-17%
Apoferritin bind	·	?	·	-23%	-2%
RXFP1 antagonist	2	-9	-2	-12	10
POLK inh	-6%	-5%	-15%	-8%	-2%
PGK inhibitor	-11%	5%	0%	6%	1%
POLI inh	49%[activator]	23%	2%	112%[activator]	28%
BLM helicase inh	·	-7%	·	-16%	-7%
Pol beta inh	·	5%	·	9%	31%
APEX1 inh	27%	6%	14%	5%	11%

(36) COc1ccc(-c2sc3cc(OC)c(OC)cc3c2C#CCCO)cc1
(37) CCOc1ccc(NC(=O)c2cc(S(=O)(=O)NC3CCCCCC3)ccc2F)cc1
(38) CCN1C(=O)/C(=C\N2CCN(c3cccc(Cl)c3)CC2)SC1=S
(39) O=C(CNC(=O)c1ccc(S(=O)(=O)N2CCCC2)cc1)N/N=C/c1c(Cl)cccc1Cl
(40) C/C(=N\NC(=O)c1ccncc1)c1cccs1
(41) CCOc1ccc(-c2nc(CN3CCCCC3CCn3cccn3)c(C)o2)cc1 (stereo not given)
(42) Cc1ccc(C2CC(=O)N(Cc3ccccc3)c3c2c(C)nn3-c2nc(C)cc(C)n2)cc1 (stereo not given)

assay / compound	36	37	38	39	40	41	42
POLH inh	?	-25%	-11%	-27%	-12%	-8%	-17%
Apoferritin bind	·	-24%	-10%	?	-8%	-16%	-4%
RXFP1 antagonist	·	-20	-11	-4	1	0	-9
POLK inh	7%	-8%[60.1 µM]	-4%	-17%	-3%	15%	-3%
PGK inhibitor	1%	-5%	-6%	7%	-8%	-3%	-15%
POLI inh	?	15%	-5%	188%[activator]	18%	21%	16%
BLM helicase inh	·	-11%	-4%	-4%	-1%	-3%	-1%
Pol beta inh	·	-17%	-26%	-21%	1%	13%	7%
APEX1 inh	-3%	·	-1%	5%	2%	-3%	·
